Bioassay records deposited in PubChem BioAssay by several laboratories.
TMEM16A act – mouse TMEM16A channel activation, primary screen. Q8BHY3. HEK293 TMEM16A/YFP-H148Q/I152L, iodide quench fluorescence; active compounds read low. B-score at 10 µM. actives 0.3% (n = 340,000);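 active = fluorescence-ratio B-score plate-corrected deviation score at least 3 library SD below zero, with starting fluorescence score within 5 deviations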;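 note: channel opened by trigger with iodide after compound preincubation; score built on the fluorescence ratio of max minus min over baseline; more negative score means more quench and so TMEM16A activation or potentiation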
KCNK3 block – human KCNK3 channel inhibition, primary screen. CHO-KCNK3 thallium flux, FluxOR fluorescence; active compounds read low. actives 0.84% (n = 340,000). AID 602410. O14649. B-score at 10 µM;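 active = B-score under library mean minus 4 SD, starting fluorescence ratio at most library mean plus 5 SD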;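 note: more negative B-score means stronger inhibition of thallium flux through KCNK3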
Target sequence (O14649 whole entry, looked up): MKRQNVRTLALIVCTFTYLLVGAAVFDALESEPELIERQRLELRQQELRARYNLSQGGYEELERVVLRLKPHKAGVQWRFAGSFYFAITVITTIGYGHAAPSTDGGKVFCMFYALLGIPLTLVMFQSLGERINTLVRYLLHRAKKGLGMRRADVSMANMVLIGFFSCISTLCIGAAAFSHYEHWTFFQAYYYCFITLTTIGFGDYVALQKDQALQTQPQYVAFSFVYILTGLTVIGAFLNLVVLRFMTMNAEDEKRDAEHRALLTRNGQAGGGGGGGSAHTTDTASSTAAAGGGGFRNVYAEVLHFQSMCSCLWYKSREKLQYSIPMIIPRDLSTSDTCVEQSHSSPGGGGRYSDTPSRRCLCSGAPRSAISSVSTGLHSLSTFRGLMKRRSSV
HDAC3 inh – inhibitors of human histone deacetylase 3; O15379; recombinant HDAC3, fluorogenic peptide/trypsin coupled, fluorescence; inhibition, % at 8.3 µM; actives 0.15% (n = 320,000); in the data active = inhibition above about 26%, passing the limit was not always enough; inconclusive = no clear call, values can overlap the other calls
Target sequence (O15379 whole entry, looked up): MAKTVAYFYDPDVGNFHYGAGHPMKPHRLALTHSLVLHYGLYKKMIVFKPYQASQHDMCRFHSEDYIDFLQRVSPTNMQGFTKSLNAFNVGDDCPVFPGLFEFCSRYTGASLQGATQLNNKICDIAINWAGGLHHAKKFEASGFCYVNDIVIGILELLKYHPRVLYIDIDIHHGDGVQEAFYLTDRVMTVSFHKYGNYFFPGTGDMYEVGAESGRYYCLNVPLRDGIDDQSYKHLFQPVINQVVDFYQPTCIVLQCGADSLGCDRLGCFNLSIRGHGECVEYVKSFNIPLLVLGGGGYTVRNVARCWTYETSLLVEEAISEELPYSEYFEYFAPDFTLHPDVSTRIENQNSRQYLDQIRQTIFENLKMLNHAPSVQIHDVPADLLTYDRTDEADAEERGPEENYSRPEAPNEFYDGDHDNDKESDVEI
* marks the source's active call; other numbers are inactive results; i = inactive; u = inconclusive.

The line under a structure holds: HDAC3 inh | TMEM16A act | KCNK3 block
COc1ccc(NC(=O)CSCC(=O)Nc2ccccc2C(=O)N2CCCCC2)cc1
    -3 | i | i
O=C(Cc1cccc(C(F)(F)F)c1)Nc1cc(S(=O)(=O)N2CCOCC2)ccc1N1CCCC1
    0 | i | i
C[C@@H]1COC(=O)[C@H](NC(=O)OCC2c3ccccc3-c3ccccc32)C/C=C\C[C@@H](CC(=O)N[C@H](CO)Cc2ccccc2)C(=O)N1
    4 | i | i
CC1CCN(c2ccc3c(c2)S(=O)(=O)c2cccc(C(=O)NC4CCCCC4)c2C3=O)CC1
    -2 | i | i
Cc1cccc(C(=O)OCC(=O)N2CCCCCC2)c1O
    0 | i | i
C=C(C)[C@@H](O)COc1c2ccoc2cc2oc(=O)ccc12
    4 | i | i
CCNc1cc(O)ccc1C
    -1 | i | i
CCOC(=O)c1c(C)[nH]c(C(=O)COC(=O)c2ccc([N+](=O)[O-])o2)c1C
    8 | i | i
C[C@@H](NC(=O)c1nc[nH]c1C(=O)N1CCc2ccccc2C1)c1ccccc1
    2 | i | i
Cc1cccc(N2C(=O)C3CCCN3C2=S)c1C (stereo not drawn)
    1 | i | i
O=C(COC(=O)Cc1ccc(Cl)cc1)NCc1cccs1
    0 | i | i
CCOC(=O)c1ccc(-c2c(-c3ccccc3OC)sc3cc4c(cc23)OCO4)cc1F
    0 | i | i
COCCNC(=O)c1cc(-c2ccccc2C)nn1CC1CC(c2cccnc2)=NO1 (stereo not drawn)
    11 | i | i
O=C(COC(=O)c1cnc(Cl)c(Cl)c1)Nc1cccc(S(=O)(=O)N2CCOCC2)c1
    4 | i | i
Cc1cc(C)n2c(SCC(=O)Nc3cccc(S(N)(=O)=O)c3)nnc2n1
    1 | i | i
O=C(c1cccc(S(=O)(=O)N2CCc3ccccc32)c1)N1CCN(CCO)CC1
    -1 | i | i
Cc1cccc(CSc2nc3ccccc3c(=O)n2C)c1
    -7 | i | -9.3*
Cn1nc(C(=O)NNC(=O)c2ccccc2F)c2ccccc2c1=O
    2 | i | i
COc1ccccc1NC(=O)COC(=O)c1c[nH]c2ccccc12
    5 | i | i
CC(Oc1cccc(Cl)c1)C(=O)Nc1ccc(S(=O)(=O)N(C)C2CCN(C)CC2)cc1 (stereo not drawn)
    -6 | i | i
O=C(Nc1cc(S(=O)(=O)N2CCOCC2)ccc1N1CCOCC1)c1ccccc1Cl
    1 | i | i
O=C(NCC1(N2CCOCC2)CCCCC1)c1cccc(S(=O)(=O)Nc2ccc(F)cc2)c1
    4 | i | i
COc1ccc(Cl)cc1-c1nc(SCC(=O)NCC2CCCO2)n[nH]1 (stereo not drawn)
    4 | i | i
CC(NC(=O)COC(=O)c1cc(=O)c2ccccc2o1)c1ccccc1 (stereo not drawn)
    8 | i | i
O=C(CCC(=O)c1cccs1)NCC(c1ccc(F)cc1)N1CCOCC1 (stereo not drawn)
    -4 | i | i
CCn1c(C)nc2cc(C(=O)NN=C(C)c3ccc(C#N)cc3)ccc21
    3 | i | i
Cc1ccc(NC(=O)C/C(N)=N/OC(=O)Nc2cccc(C)c2)cc1
    3 | i | i
Cc1sc2nc(CSCC(=O)Nc3ccc(C(F)(F)F)cc3)[nH]c(=O)c2c1C
    8 | i | i
CN(C)S(=O)(=O)c1ccc(Cl)c(NC(=O)C2CCN(S(=O)(=O)c3cccs3)CC2)c1
    1 | i | i
CN(Cc1ccccc1)S(=O)(=O)c1ccc(N2CCCC2=O)cc1
    5 | i | i
COc1ccc(S(=O)(=O)N2CCOCC2)cc1NC(=O)Cc1ccc2c(c1)OCCO2
    0 | i | i
O=C(NC1(Cc2ccccc2)CCN(Cc2ccc(-c3ccccc3)cc2)C1=O)c1ccccc1 (stereo not drawn)
    -2 | i | i
CC(C)(C)OC(=O)C[C@@H]1C/C=C\C[C@H](CC(=O)N[C@H](CO)Cc2ccccc2)C(=O)N[C@H](Cc2ccccc2)COC1=O
    2 | i | i
COc1cccc(-c2ccc3c(c2)S(=O)(=O)c2cccc(C(=O)O)c2C3=O)c1OC
    2 | i | i
COc1cc(/C=C/C(=O)OCC(=O)N2c3ccccc3NC(=O)C2(C)C)cc(OC)c1OC
    1 | i | i
O=S(=O)(c1ccc(SCCOc2ccccc2)nc1)N1CCCC1
    9 | i | i
O=C(C[C@H]1C/C=C\CCCCC(=O)OC[C@H]2CCCN2C1=O)N[C@H](CO)Cc1ccccc1
    -10 | i | i
Cc1cccc(C)c1NC(=O)Cn1c(=O)c(N2CCCCC2)c(N)n(C)c1=O
    -2 | i | i
O=C(COC(=O)CCC1CCCC1)Nc1ccc(F)cc1Cl
    5 | i | i
CC1CCCC(C)N1C(=O)COC(=O)c1cncc(Br)c1 (stereo not drawn)
    1 | i | i
COc1cc2cc(CCOC(=O)N3CCCCC3)oc(=O)c2cc1OC
    9 | i | i
Cn1c(C=O)c(C#Cc2ccccc2)c2ccccc21
    -2 | i | i
CC1CC(C)CN(C(=O)C2CC(=O)N(c3ccc4c(c3)OCCO4)C2)C1 (stereo not drawn)
    0 | i | i
CC(C)(C)c1ccc(C(=O)NCCC(=O)Nc2cc(Cl)ccc2N2CCOCC2)cc1
    4 | i | i
Cc1cc(Cl)ccc1OCC(=O)Nc1cccc(S(=O)(=O)N2CCCC2)c1
    11 | i | i
O=C(c1cc(-c2cccnc2)nc2ccccc12)N1CCN(S(=O)(=O)c2cccs2)CC1
    -2 | i | i
CN(Cc1nc2ccccc2c(=O)[nH]1)C(=O)c1ccccc1OCc1ccc(Cl)cc1
    5 | i | i
CC(=O)Nc1sc(C)c(C)c1C(=O)OCC(=O)Nc1cccc(C)c1
    3 | i | i
O=C(COc1ccc([N+](=O)[O-])cc1)Nc1ccc2c(c1)CCC2
    2 | i | i
O=c1[nH]c(=O)n([C@H]2C[C@H](O)[C@@H](CO)O2)cc1Br
    5 | i | i
COc1ccccc1CNCC(=O)Nc1cc(S(=O)(=O)N2CCOCC2)ccc1Cl
    2 | i | i
N#Cc1ccc(NC(=O)CSc2n[nH]c(=O)n2C2CC2)cc1
    -8 | i | i
COc1ccc(C(C)(C)C)cc1NC(=O)COc1ccc(-c2nnco2)cc1
    1 | i | i
CCC1(c2ccc(F)cc2)NC(=O)N(CC(=O)N2c3ccccc3NC(=O)CC2C)C1=O (stereo not drawn)
    3 | i | i
O=C(COC(=O)c1ccccc1O)Nc1ccc(N2CCOCC2)cc1
    0 | i | i
CSc1nc(N)nc2c1ncn2CC(=O)NCCCN1CCCC1=O
    3 | i | i
COc1ccc([C@H]2CC(=O)C=C(c3ccc(OC(F)(F)F)cc3)C2)cc1OC
    u | i | i
Cc1noc(C)c1COc1ccccc1C(=O)NCCOc1ccccc1F
    -1 | i | i
O=C(COC(=O)c1ccc([N+](=O)[O-])o1)Nc1ccc(F)cc1
    2 | i | i
CCN(C(=O)CSc1nnnn1-c1ccc(OC)cc1)C1CCS(=O)(=O)C1 (stereo not drawn)
    -1 | i | i

Next part, overlapping the part above by 3 compounds.
The line under a structure holds: HDAC3 inh | TMEM16A act | KCNK3 block
Cc1noc(C)c1COc1ccccc1C(=O)NCCOc1ccccc1F
    -1 | i | i
O=C(COC(=O)c1ccc([N+](=O)[O-])o1)Nc1ccc(F)cc1
    2 | i | i
CCN(C(=O)CSc1nnnn1-c1ccc(OC)cc1)C1CCS(=O)(=O)C1 (stereo not drawn)
    -1 | i | i
CC12CCC(=O)N1C(C(=O)NNC(=O)c1ccc(Cl)cc1)CS2 (stereo not drawn)
    5 | i | i
C[C@H](CO)N1C[C@H](C)[C@@H](CN(C)C(=O)NC2CCCCC2)Oc2c(cccc2N(C)C)C1=O
    -3 | i | i
CCCN(CC(=O)Nc1ccccc1C)C(=O)Cc1cccs1
    0 | i | i
COc1ccc(C(=O)OCc2cc(C)ccc2C)cc1S(=O)(=O)N1CCCC1
    10 | i | -14*
O=C(CNS(=O)(=O)c1cccc(C(F)(F)F)c1)NC1CCCCCC1
    8 | i | i
CCN1CCN(c2ccc(NC(=O)c3cccc(S(=O)(=O)N4CCCC4)c3)cc2)CC1
    -6 | i | i
CCN(C(=O)COC(=O)c1oc2ccccc2c1C)c1c(N)n(Cc2ccccc2)c(=O)[nH]c1=O
    -6 | i | i
CCOC(=O)C1=C(c2ccccc2)NC(=O)NC1c1cc(OC)c(OC)c(OC)c1 (stereo not drawn)
    0 | i | i
COc1ccc(C(CNC(=O)c2cccc(S(=O)(=O)N3CCCC3)c2)N2CCCC2)cc1 (stereo not drawn)
    -5 | i | i
Cc1ccc(C23OCCN2CCn2nc4ccccc4c23)cc1 (stereo not drawn)
    u | i | i
COC(=O)C1CCN(C(=O)c2cc(-c3ccc(Cl)s3)nc3ccccc23)CC1
    -35 | i | -9.1*
O=C(NCC(=O)N1CCCCCCC1)c1cccc([N+](=O)[O-])c1
    -2 | i | i
CCC1(c2ccccc2)NC(=O)N(CC(=O)NNC(=O)COc2ccc(Cl)cc2C)C1=O (stereo not drawn)
    4 | i | i
O=C(NCc1ccccc1)c1nc[nH]c1C(=O)N1CCN(c2ccccc2)CC1
    11 | i | i
COc1cccc(-c2sc3ccc(OC)cc3c2C#CCC(C)O)c1 (stereo not drawn)
    7 | i | i
COc1ccc(OC)c(/C=C/C(=O)OCC(=O)N2CCCCC2)c1
    14 | i | i
CC(C(=O)NC(=O)NC1CCCCC1)N1CCN(c2ccc(O)cc2)CC1 (stereo not drawn)
    5 | i | i
COc1cc(OC)cc(C(=O)NNC(=O)CNC(=O)c2cccs2)c1
    -11 | i | i
O=C(Nc1ccc(-n2cnnn2)cc1)c1cccc(S(=O)(=O)N2CCCC2)c1
    -3 | i | i
O=C(Cc1ccc(S(=O)(=O)N2CCOCC2)s1)NC1CCCCC1
    0 | i | i
CC1(NC(=O)c2ccccc2)CCN(CCCc2ccccc2)C1=O (stereo not drawn)
    -10 | i | i
Nc1ccc(N2CCOCC2)c(S(=O)(=O)Nc2ccccc2Cl)c1
    3 | i | i
CCCN(CC(=O)Nc1ccccc1C)C(=O)c1ccc2c(c1)S(=O)(=O)N=C1CCCCCN12
    -1 | i | i
Cc1ccc(NC(=O)CN2C(=O)C(=O)N(C3CCCC3)C2=O)c(Cl)c1
    0 | i | i
O=C(CN1CCN(C(=O)c2ccccc2)CC1)NC(=O)NCCC1=CCCCC1
    3 | i | i
O=C(CN1C(=O)NC2(CCCC2)C1=O)NCc1ccc(Cl)cc1
    0 | i | i
Cc1ccccc1C(=O)OCC(=O)Nc1cccc(S(=O)(=O)NC2=NCCC2)c1
    -3 | i | i
COc1ccc(CNC(=O)COC(=O)CN2C(=O)C3CC=CCC3C2=O)cc1 (stereo not drawn)
    -5 | i | i
CCN(C(=O)COC(=O)c1c(C)nsc1NC)c1ccccc1
    1 | i | i
Cc1ccccc1C(=O)NCC(=O)OC(C)C(=O)NC(C)CCc1ccccc1 (stereo not drawn)
    1 | i | i
CCN(c1ccccc1)S(=O)(=O)c1cc(C(=O)OC2CCOC2=O)ccc1C (stereo not drawn)
    -3 | i | i
Cc1ccnc(NC(=O)c2cc(S(=O)(=O)NCc3ccccc3)ccc2C)c1
    13 | i | i
CCOC(=O)C1=C(COC(=O)CSc2ccc(C)cc2)NC(=O)NC1C (stereo not drawn)
    4 | i | i
CN(C)S(=O)(=O)c1cccc(NC(=O)c2cc([N+](=O)[O-])ccc2N2CCCCC2)c1
    9 | i | i
Cn1c2ccccc2c(=O)c2ccc(NCCc3cccs3)cc21
    -27 | i | -9.1*
CSc1ncccc1C(=O)OCC(=O)Nc1ccc2c(c1)CCC2
    10 | i | i
COc1ccc(Cl)cc1NC(=O)C(C)Sc1nnc(C2CC2)n1C1CC1 (stereo not drawn)
    10 | i | i
COc1cc(C#Cc2c(-c3cncn3C)n(C)c3ccc(Br)cc23)cc(OC)c1
    0 | i | i
NCCCCCNC(=O)c1nc[nH]c1C(=O)NCC(=O)OCc1ccccc1
    -4 | i | i
Cc1cc(NC(=O)COC(=O)c2c(Cl)cccc2Cl)no1
    5 | i | i

Filtered by structure, the entries above containing a furan ring, fused or not (4)
The line under a structure holds: HDAC3 inh | TMEM16A act | KCNK3 block
C=C(C)[C@@H](O)COc1c2ccoc2cc2oc(=O)ccc12
    4 | i | i
CCOC(=O)c1c(C)[nH]c(C(=O)COC(=O)c2ccc([N+](=O)[O-])o2)c1C
    8 | i | i
O=C(COC(=O)c1ccc([N+](=O)[O-])o1)Nc1ccc(F)cc1
    2 | i | i
CCN(C(=O)COC(=O)c1oc2ccccc2c1C)c1c(N)n(Cc2ccccc2)c(=O)[nH]c1=O
    -6 | i | i

Going on with the list:
The line under a structure holds: HDAC3 inh | TMEM16A act | KCNK3 block
CC(NC(=O)CSc1nnnn1C1CC1)c1ccccc1Br (stereo not drawn)
    -2 | i | i
Nn1c(SCC(=O)NCCc2ccc(S(N)(=O)=O)cc2)nnc1C1CCCCC1
    -1 | i | i
COc1ccccc1C(=O)NCCC(=O)NCC1CCCO1 (stereo not drawn)
    -9 | i | i
COc1cc(C#Cc2c(-c3cncn3C)n(C)c3ccc(-c4ccc(OC)c(OC)c4)cc23)cc(OC)c1
    -2 | i | i
CCCn1c(SCC(=O)Nc2cccc(F)c2)nc(O)cc1=O
    3 | i | i

Some of the compounds tested. The share of hits here may be higher or lower than overall.
